Assay outcomes: PubChem, National Center for Advancing Translational Sciences (NCATS)
GAA glycogen – inhibitors or activators of human alpha-glucosidase glycogen cleavage | P10253 | recombinant GAA, glycogen substrate, Amplex Red glucose oxidase fluorescence | Potency, µM (highest dose often 76.4 µM), for inactives: top-dose activity change, negative = inhibition, usual class: inhibitors | actives 0.38% (n = 300,000) | AID 2100;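 note: potency is the fitted concentration of half-maximal effect; 0% = full enzyme reaction and -100% = no-enzyme basal signal; the screen sought inhibitors and activators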
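Recombinant enzyme (4 nM final) with compounds titrated up to 77 uM and bovine liver glycogen (30 ug) in citrate pH 5.0, 0.01% Tween-20, 37 C 40 min. Released glucose detected by Amplex Red/glucose oxidase (Ex 573/Em 610); AC50 from Hill fits.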
GAA inh – blocks human lysosomal alpha-glucosidase. P10253. purified human GAA, 4-MU-alpha-glucoside fluorescence. Potency, µM (titrated, usually from 76.9 µM), for the others: at the top dose activity change, negative = inhibition, actives largely listed as inhibitors. actives 0.005% (n = 200,000). AID 1466;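 note: potency is the fitted concentration of half-maximal effect; plate controls were uninhibited enzyme wells for no effect and no-enzyme background for full effect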
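Fluorescence at Ex 365/Em 440 nm from 4-methylumbelliferone reported enzyme activity after 20 min at room temperature. Reactions used 4 nM enzyme and 400 uM substrate at pH 5.0; curves fitted with the Hill equation.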
Lamin A splicing – LMNA splicing modulation; HeLa LMNA splicing GFP/RFP minigene ratio, 48 h; Potency, µM (highest dose often 46.1 µM), for inactives: at the top dose ratio change, negative = inhibition, actives largely listed as inhibitors; actives 0.01% (n = 200,000); AID 1487; active = well fitted inhibition curve with a large enough effect in the signal ratio, with a control signal flat, not every such curve was filed as active; inconclusive = small, poorly fitted or top-dose-only effect, or effect the other way, or a change in a side signal; the % refers to the signal ratio; note: potency is the fitted concentration of half-maximal effect; % is set by controls: 0 for no effect and ±100 for the full control effect
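S3 HeLa stable clones carrying a lamin A-EGFP splicing minigene plus DsRed2 were seeded at 600 cells/well in Opti-MEM with 2% FBS, pin-dosed and incubated 48 h at 37°C. Acumen cytometry (488 nm) gave the GFP/RFP total-intensity ratio.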
HTT aggregate – reduces HttQ103-GFP aggregates in PC12 cells. Potency, µM (highest dose often 46.1 µM), inactives show at the highest dose activity change, negative = inhibition, usual class: inhibitors. PC12 HttQ103-GFP aggregates, Acumen cytometry, 40 h. AID 1688. actives 1.1% (n = 220,000); note: potency is the fitted concentration of half-maximal effect; % is set by controls: 0 for no effect and ±100 for the full control effect; nearly all actives have a fitted effect of over 60% in size
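Ecdysone-promoter PC12 model expressing HTT exon 1 Q103 fused to GFP, induced by tebufenozide at 100 nM final. Compounds titrated; aggregates sized 1–25 µm scored on a 488 nm laser cytometer.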
CBFb RUNX1 block – inhibitors of human CBF-beta and RUNX1 interaction; Q01196+Q13951; AlphaScreen CBFb-His/RUNX1-biotin binding, biochemical; Potency, µM (top dose mostly 59.8 µM), for the others: top-dose activity, negative = inhibition, actives largely listed as inhibitors; 230,000 tested, under 10 active; note: % of control where 0% means no effect
Target sequence (Q01196 whole entry, looked up): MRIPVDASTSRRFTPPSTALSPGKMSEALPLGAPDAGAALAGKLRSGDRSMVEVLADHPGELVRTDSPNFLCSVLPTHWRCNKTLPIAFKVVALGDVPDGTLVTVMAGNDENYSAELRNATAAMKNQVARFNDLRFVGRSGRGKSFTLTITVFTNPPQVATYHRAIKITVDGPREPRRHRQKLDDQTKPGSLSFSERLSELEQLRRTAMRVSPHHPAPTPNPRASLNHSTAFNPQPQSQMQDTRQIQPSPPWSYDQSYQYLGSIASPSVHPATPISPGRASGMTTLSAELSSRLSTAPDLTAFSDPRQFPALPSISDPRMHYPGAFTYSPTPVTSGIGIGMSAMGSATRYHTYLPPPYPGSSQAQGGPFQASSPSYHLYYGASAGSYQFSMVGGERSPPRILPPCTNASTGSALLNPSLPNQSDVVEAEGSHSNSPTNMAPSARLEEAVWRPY
Target sequence (Q13951 whole entry, looked up): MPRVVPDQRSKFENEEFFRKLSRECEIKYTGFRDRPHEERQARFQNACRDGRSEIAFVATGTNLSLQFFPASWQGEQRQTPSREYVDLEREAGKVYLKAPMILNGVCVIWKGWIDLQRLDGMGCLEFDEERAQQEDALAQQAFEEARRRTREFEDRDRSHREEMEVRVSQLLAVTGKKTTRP
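Room-temperature protein-protein interaction test with 30 nM each of His-tagged CBF-beta and biotinylated RUNX1, 15 min with compound, then 90 min with nickel plus streptavidin beads. Signal read in AlphaScreen mode.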
GAA spleen mod – lysosomal alpha-glucosidase (human) modulation. human spleen homogenate, 4-MU-alpha-glucoside fluorescence. P10253. actives 0.006% (n = 240,000). Potency, µM (top dose mostly 79.9 µM), without a hit: top-dose activity change, negative = inhibition, usual class: inhibitors;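 note: potency is the fitted concentration of half-maximal effect; 0% = enzyme with vehicle and -100% = no enzyme basal signal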
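AC50 values come from Hill-equation fits of concentration-response data, normalized to no-enzyme and full-activity controls. Enzyme source: 1 ug human spleen homogenate; 1 mM fluorogenic 4-MU glucoside, pH 5.0 citrate buffer, 37 C, 40 min.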
HTT ATP protect – Huntington cell model cytoprotection by ATP luminescence | Potency, µM (highest dose often 56.4 µM), inactives show cytoprotection (ATP increase), hits mostly activators | AID 1471 | PC12 HTT-Q103 induced, cytoprotection, ATP luminescence, 40 h | actives 0.14% (n = 230,000);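 note: potency is the fitted concentration of half-maximal effect; % of control where 0% means no effect; nearly all actives have a fitted effect of over 45% in size; toxic huntingtin expression switched on by the ecdysone agonist tebufenozide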
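Stable PC12 Q103-GFP cells in serum-supplemented, phenol red-free DMEM; induction by tebufenozide at 100 nM final; compound dose series; cell viability quantified luminescently from ATP.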
* = called active by the depositor; ? = inconclusive; . = not tested or not shown; [ ] = remark or other dose. Unless noted, calls come from the whole dose curve; as a rule, active = well fitted curve in the direction sought with a large enough effect; inconclusive = small, poorly fitted or top-dose-only effect, or another doubt; inactive = no such curve, though single readings can be large; an effect the other way counts as inactive or inconclusive. Compounds as they come; any-hit rate near 1.5%.

SMILES	GAA glycogen	GAA inh	Lamin A splicing	HTT aggregate	CBFb RUNX1 block	GAA spleen mod	HTT ATP protect
COc1cccc(C(=O)Oc2cc3c4c(c2)C(C)=CC(C)(C)N4C(=O)C3=O)c1	3.1%	7.8%	?	?	-16.8%	-8.7%	-88.5%[inhibitor]
COc1ccc(/C=N/NC(=S)Nc2c(C)n(C)n(-c3ccccc3)c2=O)cc1OC	?	0.4%[15.4 µM]	.	-6.9%[9.22 µM]	2.1%	-3.6%	17.8%[10 µM]
CCCCSc1nnc(C)c(=O)[nH]1	11.4%	-3.7%	-1.1%	-6.8%	-3.1%	-5.4%	1.9%[10 µM]
O=C1c2ccccc2C(=O)C12OC2c1cccc2ccccc12 (stereo not drawn)	-1.8%	3.0%	-10.2%	35.5µM*	5.1%	1.1%	-5.3%[10 µM]
S=c1[nH]c2ncccc2o1	-7.3%	3.0%	-0.6%	?	0.2%	1.0%	-23.2%
Nc1ncnc(Nc2cc(C(F)(F)F)cc(C(F)(F)F)c2)n1	-3.2%	.	.	2.1%[9.22 µM]	1.5%	0.0%	4.4%[10 µM]
C/C(=N\O)C(C)(C)Nc1ccc(Br)cc1	0.8%	.	.	19.3%[9.22 µM]	-1.9%	-1.1%	-7.3%[10 µM]
O=C(N/N=C/c1ccc(O)c(O)c1O)/C(=C/c1ccc([N+](=O)[O-])cc1)NC(=O)c1ccccc1	?	?	0.7%	2.2%	.	-15.6%	-25.5%
CN1CCN(CC(=O)Nc2c(C(=O)C3CC3)oc3ccccc23)CC1	8.1%	-3.9%	2.2%	-7.1%[9.22 µM]	3.0%	-2.7%	-11.7%[10 µM]
O=C(O)c1ccc(N2C(=O)CC(Cc3ccccc3)C2=O)cc1 (stereo not drawn)	10.9%	9.7%	-0.6%	-3.1%	9.9%	4.5%	-6.9%
O=C(C1CCN(C2CCN(C/C=C/c3ccccc3)CC2)CC1)N1CCOCC1	5.5%	.	.	-5.0%[9.22 µM]	1.5%	1.6%	7.9%[10 µM]
Cc1ccc(N2CC(C(=O)OCC(=O)C(C)(C)C)CC2=O)cc1 (stereo not drawn)	-2.2%	-19.8%	3.1%	-4.4%	3.3%	-8.8%	2.8%
CCOC(=O)C1=NOC(COc2ccccc2C=O)C1 (stereo not drawn)	3.1%	-4.3%	-13.0%[46 µM]	-10.0%	27.5%	3.1%	-21.4%
CC1C(=O)C(C)C(c2ccc([N+](=O)[O-])cc2)NC1c1ccc([N+](=O)[O-])cc1 (stereo not drawn)	12.1%	?	?	18.3%[9.22 µM]	-14.5%	1.2%	19.2%[10 µM]
O=C(O)c1cccc(N2CCCC2=O)c1	5.3%	0.7%	9.1%	2.4%	7.1%	5.5%	-27.4%
CCc1nnc(NC(=O)CSc2nnc(-c3ccco3)n2CCOC)s1	10.9%	-13.8%	.	.	0.3%	-6.6%	.
COc1cc(C)nc(Oc2ccc(OCc3ccccc3)nn2)n1	-0.7%	-3.8%	4.6%	15.1%[9.22 µM]	-0.5%	-5.9%	-5.2%
c1ccc(-c2nccc(-c3ccc4c(c3)OCO4)n2)cc1	-1.9%	-2.1%	.	-25.8%	24.6%	-12.5%	-41.7%[inhibitor]
COc1ccc(-c2cc(C(F)(F)F)n3nc(C(=O)N4CCCCC4)cc3n2)cc1OC	-4.3%	4.8%	-6.4%	-20.9%	9.9%	-2.0%	-9.7%
CCOc1cc(N2CCOCC2)c(OCC)cc1NC(=O)COC(=O)c1cc(C)oc1C	8.1%	-8.4%	3.5%	9.1%	0.4%	3.2%	-13.6%[10 µM]
Cc1ccc(S(=O)(=O)N(C)C)cc1NC(=O)C1CCCCC1	5.2%	-4.2%	-9.6%[46 µM]	1.5%[9.22 µM]	2.1%	-3.5%	11.3%[10 µM]
O=C(O)CSc1nc2ccccc2c(=O)[nH]1	3.1%	0.6%	4.8%	2.9%	0.8%	-9.1%	8.8%
Cc1cc(-c2nnc3sc(C4CCCCC4)nn23)n[nH]1	-6.3%	-8.8%[15.4 µM]	-0.3%	8.2%	-0.6%	5.5%	-19.0%[0.074 µM]
CC(=O)OC12CC3CC(C1)C(=NO)C(C3)C2	-1.8%	-4.3%	-10.0%	2.9%	13.8%	-4.2%	0.4%[10 µM]
Cc1ccc(O)c(NC(=S)NC(=O)C(C)C)c1	?	.	.	-3.4%[9.22 µM]	3.6%	-6.2%	-11.3%[10 µM]

Ordered by molecular weight (high to low): some entries from above.
SMILES	GAA glycogen	GAA inh	Lamin A splicing	HTT aggregate	CBFb RUNX1 block	GAA spleen mod	HTT ATP protect
COc1ccc(/C=N/NC(=S)Nc2c(C)n(C)n(-c3ccccc3)c2=O)cc1OC	?	0.4%[15.4 µM]	.	-6.9%[9.22 µM]	2.1%	-3.6%	17.8%[10 µM]
O=C(C1CCN(C2CCN(C/C=C/c3ccccc3)CC2)CC1)N1CCOCC1	5.5%	.	.	-5.0%[9.22 µM]	1.5%	1.6%	7.9%[10 µM]
CN1CCN(CC(=O)Nc2c(C(=O)C3CC3)oc3ccccc23)CC1	8.1%	-3.9%	2.2%	-7.1%[9.22 µM]	3.0%	-2.7%	-11.7%[10 µM]

Further compounds
SMILES	GAA glycogen	GAA inh	Lamin A splicing	HTT aggregate	CBFb RUNX1 block	GAA spleen mod	HTT ATP protect
CCN1CCN(CC(=O)N2c3ccccc3CC2C)CC1 (stereo not drawn)	-0.6%	-2.3%	0.1%	11.2%	2.3%	-9.5%	-12.0%
Cc1cccc(C)c1NC(=O)NC1CC2CCC(C1)N2Cc1cccs1 (stereo not drawn)	2.4%	-2.5%	?	-7.7%	12.1%	-3.9%	6.3%[10 µM]
COC(=O)c1cc(CSc2nc3ccc(C)cc3[nH]2)oc1C	-3.9%	?	?	?	8.5%	-2.0%	-21.1%
COC(=O)CSc1nnc2c3c4c(sc3nc(-n3nc(C)cc3C)n12)COC(C)(C)C4	2.2%	3.6%	-3.8%	-7.8%	0.5%	1.1%	-2.0%
O=C(NC(=S)NCCC1=CCCCC1)c1ccccc1Br	-18.6%	-15.4%	.	9.2%[9.22 µM]	-4.3%	-4.2%	1.4%[10 µM]
CCc1ccc(-c2cc(C(=O)NCc3ccco3)c3ccccc3n2)s1	-0.4%	?	?	?	-11.5%	?	-65.5%[inhibitor]
COc1ccc(NC(=O)COC(=O)CCCN2C(=O)c3ccccc3C2=O)cc1Cl	4.1%	?	2.5%	-23.6%	3.4%	-12.7%	-3.6%[10 µM]
CN(C(=O)c1cccc(N2C(=O)C3CC=CCC3C2=O)c1)C1CCCCC1 (stereo not drawn)	2.2%	-0.2%	12.5%	?	10.9%	11.1%	-42.4%[inhibitor]
CCCS(=O)(=O)N1CCCC(C(=O)NCCN(Cc2ccccc2)C(C)C)C1 (stereo not drawn)	6.6%	-8.4%	14.1%	-0.9%	-1.7%	-7.2%	2.1%
CCN1CCN(C(=O)CSc2cc(=O)n(C)c3ccccc23)CC1	-4.6%	?	-5.0%[46 µM]	3.8%	10.5%	-4.1%	-22.8%
CC1(C)C2CCC1(CS(=O)(=O)Nc1ccc(S(=O)(=O)N3CCCCC3)cc1)C(=O)C2 (stereo not drawn)	2.5%	-9.0%	-24.3%	-6.6%	-20.0%	1.7%	-13.1%[10 µM]
CC(/C=N/Nc1nnc(C)c(=O)[nH]1)=C\c1ccccc1	11.0%	-2.7%	-2.9%	4.0%	-3.4%	0.1%	4.0%
COc1cccc(/C=N/NC(=O)CCCc2ccc(OC)c(C)c2)c1	16.4%	?	-15.9%	-13.6%	-3.6%	-2.3%	37.0%[10 µM]
CC(=O)c1cc(-c2ccccc2)n(CC(=O)Nc2cccc(C)c2C)c1C	13.2%	2.1%	7.4%	14.4%	4.1%	4.6%	19.6%[10 µM]
COc1ccc(S(=O)(=O)N2CCCCC2C(=O)O)cc1 (stereo not drawn)	1.3%	0.2%	-4.9%	12.1%	-6.5%	-2.5%	-2.1%[10 µM]
CC(C)c1ccc(C2NC(=S)NC3=C2C(=O)CCC3)cc1 (stereo not drawn)	-14.7%	-1.4%	?	10.2%	-4.5%	-4.2%	1.9%[10 µM]
CCNC(=S)N/N=C/c1c(Cl)cccc1Cl	5.8%	5.2%	6.3%	4.1%	-1.4%	1.4%	1.8%[0.074 µM]
Cc1c(NC(=O)c2nn3c(C(F)(F)F)cc(-c4ccccc4)nc3c2Br)c(=O)n(-c2ccccc2)n1C	1.3%	-2.5%	?	16.6%	6.4%	-8.7%	.
Cc1cc(C(F)(F)F)nc(NCc2cccnc2)n1	2.9%	6.3%	-1.6%	-18.3%	18.5%	-4.0%	14.9%[10 µM]
CC(C)Cn1c(CNC(=O)c2ccccc2)nc2ccccc21	-0.1%	-4.2%	?	8.6%	-3.8%	-13.1%	1.3%
Cc1cc(S(=O)(=O)N2CCN(c3c(C)cccc3C)CC2)ccc1F	-0.3%	?	?	?	7.1%	2.6%	8.4%[0.074 µM]
COc1ccc(C(=O)NCc2cccnc2)cc1S(=O)(=O)N1CCCc2ccccc21	-1.7%	?	-8.8%[46 µM]	-6.6%	4.5%	1.9%	-26.7%
COc1cc(C(=O)NCC(c2cccnc2)N2CCN(C)CC2)cc(OC)c1OC (stereo not drawn)	-1.1%	0.2%	17.8%	8.2%	-1.4%	-3.5%	-4.6%
Cc1ccc(Cn2c(SCC(=O)Nc3cc(C)on3)nc3ccccc3c2=O)cc1	-11.5%	10.2%	5.2%	8.2%	-0.1%	-4.1%	-16.5%[10 µM]
O=C1CC(c2ccc3c(c2)OCO3)c2ccc(O)cc2O1 (stereo not drawn)	.	.	.	.	-7.4%[89.1 µM]	9.3%[119 µM]	-10.6%
C/C=C/c1ccc(OCCCCOc2ccccc2F)c(OC)c1	7.2%	-0.2%	-11.9%	2.7%	4.2%	-15.7%	12.2%[10 µM]
CCn1c(SCC(=O)NCc2ccco2)nc2c1c(=O)n(C)c(=O)n2C	-0.9%	-5.7%	1.8%	-16.4%	4.3%	8.4%	2.0%
Cc1ccc(-c2nn(-c3ccccc3)cc2C(=O)Nc2cccc(S(=O)(=O)N3CCOCC3)c2)cc1	-6.5%	-7.5%	-8.9%	3.3%	0.1%	-5.4%	0.7%[1.9 µM]
COc1ccc(-n2c(-c3ccc(Br)cc3)c[n+]3c2CCCCC3)cc1	1.0%	-3.0%	?	2.24µM*	5.0%	-8.6%	12.7%[10 µM]
